F508del corr: CFTR F508del correction in bronchial cells | CFBE cells, YFP halide quenching; stimulated with forskolin plus potentiator P3; % fluorescence drop versus neutral controls | activity (quench increase), % at 7.58 µM | actives 0.36% (n = 350,000);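 active = mean added fluorescence quench of at least 8% versus neutral control, with both replicates also reaching 8%; inconclusive = only one of the mean or replicate conditions met; inactive = mean below 8% and not both replicates reaching 8%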;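 note: cells transiently co-express mutant CFTR-F508del with the halide-sensitive YFP; corrector assay measuring rescue of mutant channel to the surface after 24 h compound exposure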
XiGFP reactiv: reactivates the inactive X chromosome in mouse fibroblasts; XiGFP mouse fibroblasts, % GFP-positive cells imaging, 3 d; cells co-treated with 5-aza-dC sensitizer; scaled so ellipticine positive control = 100%; activation, % at 7.58 µM; actives 0.055% (n = 360,000); AID 743238;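 active = mean normalized replicate activation at least 10% and every replicate at or above 10%; inconclusive = only one of the two criteria met; inactive = mean below 10% and not all replicates reach 10%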;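 note: 0% = median of on-plate neutral control wells and 100% = ellipticine 6 µM median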
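material = 68-5-11 XiGFP fibroblast line | medium = DMEM plus 5-aza-dC sensitizer | schedule = 3 days compound exposure | benchmarks = positive control ellipticine, 6 µM final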
INS-1E GSIS act: GLuc luminescence reporter in INS-1E cells, primary screen for activators of glucose-dependent secretion of insulin | actives 0.61% (n = 370,000) | AID 743287 | activation, % at 16.6 µM | INS-1E GLuc reporter insulin secretion, 2-3 h;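 active = lowest replicate activation of at least 40%, so every replicate reaches that level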;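 note: 0% = median of neutral control wells and 100% = median of IBMX positive control wells; some compounds called inactive have numbers as strong as hits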
ARNT TACC3 PPI: ARNT/TACC3 interaction disruption | Q9Y6A5 | AlphaScreen His-ARNT PAS-B/GST-TACC3 binding, luminescence; TACC3 fragment carries E629A point mutation | inhibition, % at 9.99 µM | actives 0.66% (n = 390,000) | AID 623870;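 active = mean inhibition of replicates at least 50% and at least half of replicates each reaching 50%; inconclusive = half or more replicates reach 50% but mean below 50%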;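 note: 0% = complete ARNT plus TACC3 wells and 100% = ARNT alone without TACC3; many hits fall short of the cut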
PAX8 inh HTS: PAX8 transcriptional activity inhibition. RMG-I TPO-luciferase reporter, SteadyGlo, 24 h. inhibition, % at 12.6 µM. actives 1.2% (n = 360,000). AID 652154;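 active = mean replicate inhibition at least 60% with every replicate also reaching 60%; inconclusive = only one of the two criteria is met; inactive = mean below 60% and not all replicates reaching 60%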;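 note: luciferase light reporting Pax8 driven TPO promoter activity; plate controls were median of neutral control wells for no effect and mitoxantrone controls for full effect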
ERp5 block: ERp5 (human) disulfide isomerase inhibition; Q15084; ERp5 insulin aggregation, absorbance 650 nm, 90 min; inhibition, % at 9.99 µM; actives 0.05% (n = 350,000); AID 651711;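 active = mean replicate inhibition above about 25%, with every replicate also reaching it, limit read from the data, passing the limit was not always enough; inconclusive = only one of those two criteria met; inactive = neither criterion met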
Target sequence (Q15084 whole entry, looked up): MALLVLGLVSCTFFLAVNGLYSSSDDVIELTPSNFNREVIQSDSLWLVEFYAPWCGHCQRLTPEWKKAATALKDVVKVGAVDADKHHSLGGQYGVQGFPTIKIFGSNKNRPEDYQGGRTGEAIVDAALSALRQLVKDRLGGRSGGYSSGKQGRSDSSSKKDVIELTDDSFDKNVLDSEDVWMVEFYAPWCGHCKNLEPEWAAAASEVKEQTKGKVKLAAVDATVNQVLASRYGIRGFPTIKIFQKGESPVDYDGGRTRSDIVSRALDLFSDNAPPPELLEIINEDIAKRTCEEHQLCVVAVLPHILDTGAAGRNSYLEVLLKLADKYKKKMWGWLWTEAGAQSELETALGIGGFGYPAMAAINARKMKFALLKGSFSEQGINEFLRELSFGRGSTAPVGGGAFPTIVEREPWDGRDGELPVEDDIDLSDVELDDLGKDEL
DENV2 CPE: protects cells from dengue virus 2 cytopathic effect. DENV2-infected cells, cytopathic effect rescue, plate reader. CPE inhibition, % at 9.99 µM. actives 1.7% (n = 350,000). AID 651640; in the data active = CPE inhibition above about 20%, passing the limit was not always enough; inconclusive = no clear call, values can overlap the other calls; tested in BHK-21 cells;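 note: 0% = median of neutral control wells and 100% = median of positive control wells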
EWS-Fli block: inhibitors of EWS/Fli oncoprotein transcriptional activity; AID 651661; inhibition, % at 12.6 µM; A673 NR0B1-luciferase reporter, viability-normalised; actives 0.67% (n = 350,000);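 active = mean inhibition of at least 50% after viability correction, with every replicate also passing that limit; inconclusive = mean reaches 50% but only one of two replicates passes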;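 note: firefly luciferase signal divided by Alamar Blue viability fluorescence both relative to DMSO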
* hit, by the source's call; ? = inconclusive; · = no result given. No enrichment for hits; 4.2% or so of the library scored in one or more.

SMILES | F508del corr | XiGFP reactiv | INS-1E GSIS act | ARNT TACC3 PPI | PAX8 inh HTS | ERp5 block | DENV2 CPE | EWS-Fli block
O=C(Nc1ccccc1)N1CCCCN2[C@H](CO)[C@@H](c3ccc(C#Cc4ccccc4)cc3)[C@H]2C1 | 2.3 | 0.5 | -17 | 3 | ? | -1 | -11 | 12
CCCN1[C@H](C(=O)N(C)C)[C@@H](CO)[C@@H]2Cn3c(ccc(-c4ccccc4OC)c3=O)[C@@H]21 | · | 0.2 | 1 | 3 | · | -11 | -6 | -5
C/C=C/c1cnc2c(c1)C(=O)N([C@H](C)CO)C[C@H](C)[C@@H](CN(C)S(=O)(=O)c1cn(C)cn1)O2 | -3.3 | 0.9 | 1 | 3 | 0 | -1 | 1 | -14
CN(C)C(=O)c1ccc(-c2ccccc2[C@H]2[C@H](C#N)N(C(=O)C3CCCCC3)[C@H]2CO)cc1 | 0.7 | 0.2 | 5 | · | -4 | 2 | 28* | 0
O=C(Cn1c2[n+](c3ccccc31)CC(O)CS2)c1ccccc1 (stereo not drawn) | 2.0 | 0.1 | 5 | 4 | 3 | 5 | 58* | 3
CCCC#Cc1ccc([C@H]2[C@H]3CN(C(=O)NCCC)CC(=O)N3[C@H]2CO)cc1 | -1.3 | -0.1 | -14 | · | -1 | 5 | 9 | -6
CC(C)C(=O)Nc1nnc(SCC(=O)NCc2ccc3c(c2)OCO3)s1 | 1.1 | 0.0 | 7 | -5 | -1 | -3 | 8 | -6
COCCN(C(=O)C(C)C)c1nnc(-c2ccc(C(C)(C)C)cc2)s1 | 0.5 | 0.0 | -2 | -2 | -28 | 4 | -5 | -21
Cc1ccc(OCC(=O)NCCc2nc3ccccc3[nH]2)c(C)c1 | -0.4 | 0.3 | 11 | -6 | -13 | -5 | -4 | -3
COCCNC(=S)N1CCN(c2nc(-c3ccc(Cl)cc3)cs2)CC1 | 3.5 | 0.0 | -28 | -8 | -3 | 1 | -3 | 8
COc1cccc2c1C(=O)c1c(O)c3c(c(O)c1C2=O)CC(O)(C(C)=O)CC3OC1CC(O)C(O)C(C)O1 (stereo not drawn) | 19* | 0.0 | · | 18 | 8 | -6 | 3 | 22
CC(C)NC(=O)C(c1ccc(F)cc1)N(C(=O)CCC(=O)Nc1ccccn1)c1ccccc1F (stereo not drawn) | -0.5 | 0.1 | 7 | -12 | 14 | 5 | 1 | -12
CN1c2ccsc2C(=O)/C(=C\Nc2cccc(C(F)(F)F)c2)S1(=O)=O | -0.9 | -0.2 | 8 | · | -8 | 0 | 0 | 5
CN(C)C(=O)c1cccc(-c2ccc(C3[C@@H]4CN(S(=O)(=O)Cc5ccccc5)C[C@H]3N4)cc2)c1 (stereo partly drawn) | 0.3 | 0.0 | -6 | · | 7 | -4 | 0 | -1
COc1ccc(S(=O)(=O)N(C)C[C@@H]2Oc3ccc(NC(=O)Cn4cnnn4)cc3C(=O)N([C@H](C)CO)C[C@H]2C)cc1 | 2.1 | -0.6 | 11 | -7 | · | 2 | 6 | 7
COc1ccc(S(=O)(=O)Nc2ccc3c(c2)C(=O)N([C@H](C)CO)C[C@H](C)[C@H](CN(C)C)OCCCC[C@@H](C)O3)cc1 | 0.5 | 0.2 | 7 | -1 | -23 | 1 | -13 | 0
Cn1ncc(Br)c1C(=O)NC1C2CC3CC(C2)CC1C3 (stereo not drawn) | · | 0.3 | 11 | 3 | 6 | -3 | -5 | 4
COc1ccccc1NC(=O)N1[C@@H](C#N)[C@@H](c2ccccc2)[C@@H]1CO | -3.0 | -0.1 | 3 | -2 | 10 | 1 | -2 | 5
O=C(NCc1cccs1)C1CC(c2ccc(Cl)cc2)=NO1 (stereo not drawn) | -0.9 | 0.1 | 17 | -2 | -8 | -3 | -4 | -7
CC(NC(=O)CN1c2cccc3cccc(c23)S1(=O)=O)c1ccccc1 (stereo not drawn) | -0.1 | -0.1 | -9 | · | -5 | -4 | 19 | -9
Cc1ccccc1S(=O)(=O)N1CCCCN2[C@H](CO)[C@H](c3ccc(-c4ccccc4)cc3)[C@H]2C1 | -6.0 | · | · | 7 | 17 | -2 | -3 | 10
Cn1cccc1Cc1nnc(SCC(=O)Nc2nc3ccccc3s2)n1CCc1ccccc1 | 0.6 | · | -4 | -7 | · | 4 | -5 | 14
COc1cccc(NC(=O)NNC(=O)COc2ccc3ccccc3c2)c1 | 1.7 | 0.5 | -7 | 23 | 0 | 0 | ? | ·
CCn1c(=S)[nH]c2c(c1=O)C(C)(C)Cc1ccccc1-2 | -2.3 | 0.0 | -11 | -8 | -3 | -1 | -3 | 20
CCN(C[C@@H]1[C@@H](c2ccccc2)[C@H](CO)N1CC1CC1)C(C)=O | 3.7 | 0.4 | -5 | -5 | 1 | 10 | -9 | -1

Single records, from the list above. Order of values: F508del corr	XiGFP reactiv	INS-1E GSIS act	ARNT TACC3 PPI	PAX8 inh HTS	ERp5 block	DENV2 CPE	EWS-Fli block
Cc1ccc(OCC(=O)NCCc2nc3ccccc3[nH]2)c(C)c1 across the screens: -0.4	0.3	11	-6	-13	-5	-4	-3
CCCN1[C@H](C(=O)N(C)C)[C@@H](CO)[C@@H]2Cn3c(ccc(-c4ccccc4OC)c3=O)[C@@H]21 across the screens: ·	0.2	1	3	·	-11	-6	-5

Additional results.
SMILES | F508del corr | XiGFP reactiv | INS-1E GSIS act | ARNT TACC3 PPI | PAX8 inh HTS | ERp5 block | DENV2 CPE | EWS-Fli block
COc1cccc(CNC(=O)C(C)n2ccc3cc(S(=O)(=O)N4CCCC4)ccc32)c1 (stereo not drawn) | -0.3 | 0.1 | 6 | -3 | 7 | 1 | 1 | ·
Nn1c(-c2ccc(O)cc2)nnc1-c1ccc(O)cc1 | -2.0 | -0.1 | 7 | 6 | -3 | -3 | -2 | -1
CCC1CCCCN1C(=O)CCc1nnc(Cc2cc(OC)ccc2OC)o1 (stereo not drawn) | 2.0 | 0.5 | 4 | -2 | -79 | -5 | -4 | -54
C[C@@H]1CN([C@H](C)CO)C(=O)c2cc(-c3ccc(F)cc3)cnc2O[C@@H]1CN(C)Cc1ccc(C(=O)O)cc1 | 4.6 | -0.5 | -1 | -2 | · | -7 | -4 | -13
Cc1ccc(S(=O)(=O)Cn2nnnc2C(CC(C)C)N2CCC(C(N)=O)CC2)cc1 (stereo not drawn) | 0.5 | 0.0 | 7 | 4 | -12 | 4 | 3 | 2
Cc1ccccc1NC(=O)Cn1nnc(S(=O)(=O)c2ccc(C(C)(C)C)cc2)c1N | -5.3 | 0.3 | 5 | · | -3 | 19 | 2 | -1
Cc1ccc(-c2cc(=O)c3cc(C)ccc3[nH]2)cc1 | -2.5 | 0.0 | -14 | -6 | -1 | 4 | -3 | 59*
COc1ccc(NC(=O)C2(C)CCN2Cc2ccc(SC)cc2)cc1OC (stereo not drawn) | 0.1 | 0.0 | -17 | · | -7 | -4 | -1 | 8
COCCNC(=O)CSc1nc2sccc2c(=O)n1-c1ccccc1 | -1.6 | 0.0 | -8 | -2 | 7 | -2 | -7 | 7
CN(Cc1ccccc1)C(=O)c1ccc2c(c1)NC(=O)C(N1CCOCC1)S2 (stereo not drawn) | -2.2 | -0.1 | 7 | 2 | 28 | -3 | -3 | 7
O=C(Nc1ccccc1)N1C[C@H]2[C@@H](c3ccccc31)[C@H](CO)N2Cc1ccccc1 | -2.2 | 0.0 | -5 | -6 | -25 | -3 | 57* | -36
COc1cccc(CNC(=O)C[C@H]2CC[C@H](NC(=O)C3CCC3)[C@H](CO)O2)c1 | -1.4 | -0.1 | 16 | -4 | -15 | 9 | -7 | -8
O=c1[nH][nH]cc1C=NCc1cccc(C(F)(F)F)c1 | 1.0 | 0.0 | -1 | 10 | 7 | 4 | · | 0
CC(C)(C)n1nc2c(c1NC(=O)c1ccc(Cl)c([N+](=O)[O-])c1)CS(=O)(=O)C2 | -1.0 | 0.0 | 4 | -9 | 0 | -2 | 3 | ·
CCS(=O)(=O)c1ccc(-c2cccc(NC(=O)COc3ccccc3)c2)nn1 | -2.0 | 0.2 | 1 | · | -5 | -2 | -5 | 4
COc1ccc(C(=O)NCCn2cc(SCC(=O)NCC3CCCO3)c3ccccc32)cc1 (stereo not drawn) | -3.3 | 0.4 | 11 | 15 | -60 | -4 | -1 | -35
C[C@H](O)[C@@H]1CN2CCc3ccc(-c4ccc5c(c4)OCO5)cc3[C@@H]2C[C@@H]1N(C)C(=O)C1CCCCC1 | 0.6 | -0.1 | -1 | · | -143 | 1 | 10 | -103
COc1cccc(Nc2nnc(SCC(=O)N3CC(C)OC(C)C3)s2)c1 (stereo not drawn) | -0.2 | · | -13 | -2 | · | -1 | -1 | -3
COc1ccc(NC(=O)Nc2ccc3c(c2)C(=O)N([C@H](C)CO)C[C@@H](C)[C@@H](CN(C)S(=O)(=O)c2cccs2)O3)cc1 | -1.4 | 0.2 | -25 | -2 | · | 0 | 8 | 4
C[C@@H]1CN([C@H](C)CO)C(=O)c2cc(NS(=O)(=O)c3cn(C)cn3)ccc2O[C@@H](C)CCCCO[C@H]1CN(C)Cc1ccncc1 | -3.2 | 0.0 | 22 | -8 | -4 | -1 | -5 | -4
CC1CCCC(NC(=O)c2ccncc2)C1C (stereo not drawn) | 0.2 | 0.2 | 5 | 1 | -23 | 0 | -4 | -2

Shown in CSV form: part of the list above
mol,F508del corr,XiGFP reactiv,INS-1E GSIS act,ARNT TACC3 PPI,PAX8 inh HTS,ERp5 block,DENV2 CPE,EWS-Fli block
COc1ccc(C(=O)NCCn2cc(SCC(=O)NCC3CCCO3)c3ccccc32)cc1 (stereo not drawn),-3.3,0.4,11,15,-60,-4,-1,-35
CC(C)(C)n1nc2c(c1NC(=O)c1ccc(Cl)c([N+](=O)[O-])c1)CS(=O)(=O)C2,-1.0,0.0,4,-9,0,-2,3,·
COc1cccc(CNC(=O)C[C@H]2CC[C@H](NC(=O)C3CCC3)[C@H](CO)O2)c1,-1.4,-0.1,16,-4,-15,9,-7,-8
COc1cccc(CNC(=O)C(C)n2ccc3cc(S(=O)(=O)N4CCCC4)ccc32)c1 (stereo not drawn),-0.3,0.1,6,-3,7,1,1,·

Arranged by count of non-hydrogen atoms (lowest first): part of the list above.
SMILES | F508del corr | XiGFP reactiv | INS-1E GSIS act | ARNT TACC3 PPI | PAX8 inh HTS | ERp5 block | DENV2 CPE | EWS-Fli block
Cc1ccc(-c2cc(=O)c3cc(C)ccc3[nH]2)cc1 | -2.5 | 0.0 | -14 | -6 | -1 | 4 | -3 | 59*
COc1ccc(C(=O)NCCn2cc(SCC(=O)NCC3CCCO3)c3ccccc32)cc1 (stereo not drawn) | -3.3 | 0.4 | 11 | 15 | -60 | -4 | -1 | -35
COc1ccc(NC(=O)Nc2ccc3c(c2)C(=O)N([C@H](C)CO)C[C@@H](C)[C@@H](CN(C)S(=O)(=O)c2cccs2)O3)cc1 | -1.4 | 0.2 | -25 | -2 | · | 0 | 8 | 4

Assay outcomes deposited in PubChem BioAssay by Broad Institute.
